Source: PubChem (several laboratories)
Mtb FBA inh: Mtb fructose-bisphosphate aldolase inhibition | P9WQA3 | purified M. tuberculosis FBA, fluorescence read-out | inhibition, % at 1 µM | hit rate 2.3% among 360,000 | AID 588726; in the data active = inhibition above about 27%;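 also: 0% = vehicle and 100% = reference inhibitor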
Target sequence (P9WQA3 whole entry, looked up): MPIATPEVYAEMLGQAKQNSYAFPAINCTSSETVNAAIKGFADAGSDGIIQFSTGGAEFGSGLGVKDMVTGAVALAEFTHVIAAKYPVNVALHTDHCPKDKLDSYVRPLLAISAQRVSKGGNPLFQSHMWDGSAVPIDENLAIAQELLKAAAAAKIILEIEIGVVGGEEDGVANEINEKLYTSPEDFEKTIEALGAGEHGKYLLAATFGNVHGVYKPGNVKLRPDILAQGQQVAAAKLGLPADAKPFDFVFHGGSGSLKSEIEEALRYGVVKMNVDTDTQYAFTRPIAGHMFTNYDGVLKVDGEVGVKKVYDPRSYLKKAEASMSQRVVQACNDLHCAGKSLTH
Rv3671c protease: Rv3671c (M. tuberculosis) protease inhibition | P9WHR9 | hit rate 0.048% among 320,000 | inhibition, % at 5.96 µM; in the data active = inhibition above about 38%;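 also: extracellular domain of Rv3671c used as enzyme; 0% = enzyme with DMSO and 100% = no enzyme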
Target sequence (P9WHR9 whole entry, looked up, the tested form may be a part): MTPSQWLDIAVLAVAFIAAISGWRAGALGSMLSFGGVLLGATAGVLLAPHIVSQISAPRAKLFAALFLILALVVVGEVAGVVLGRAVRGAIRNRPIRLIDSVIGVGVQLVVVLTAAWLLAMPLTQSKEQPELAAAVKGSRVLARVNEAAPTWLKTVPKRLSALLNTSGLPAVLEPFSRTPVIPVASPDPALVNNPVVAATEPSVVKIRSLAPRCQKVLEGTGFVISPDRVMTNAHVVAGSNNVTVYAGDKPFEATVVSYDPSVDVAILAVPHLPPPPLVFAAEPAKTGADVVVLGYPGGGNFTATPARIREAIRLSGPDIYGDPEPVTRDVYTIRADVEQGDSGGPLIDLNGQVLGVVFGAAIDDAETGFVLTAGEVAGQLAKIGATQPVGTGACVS
Mtb UGM inh: blocks M. tuberculosis UGM enzyme; P9WIQ1; purified UGM, fluorescence polarization probe displacement; inhibition, % at 10 µM; hit rate 0.06% among 320,000; AID 504406; in the data active = inhibition above about 10%, passing the limit was not always enough; inconclusive = no clear call, values can overlap the other calls
BoNT F protease: inhibitors of Botulinum neurotoxin F light chain protease; hit rate 0.22% among 360,000; Multiplex microsphere protease cleavage assay, flow cytometry; inhibition, % at 10 µM; in the data active = inhibition above about 35%, passing the limit was not always enough; inconclusive = no clear call, values can overlap the other calls; also: plate controls were buffer without enzyme for full effect and enzyme alone for no effect
MazF activator: increases E. coli MazEF RNase cleavage of RNA; FAM/BHQ RNA-DNA oligo cleavage fluorescence, 5 h; activation, % at 20 µM; hit rate 0.32% among 350,000; AID 504720; in the data active = activation above about 50%
Target sequence (P0AE70 whole entry, looked up): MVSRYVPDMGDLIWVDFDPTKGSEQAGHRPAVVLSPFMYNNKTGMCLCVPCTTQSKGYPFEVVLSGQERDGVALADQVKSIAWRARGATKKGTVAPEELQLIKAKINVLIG
FadD28 binding: blocks FadD28 binding to the bisubstrate probe; inhibition, % at 12.5 µM; AID 588549; hit rate 0.22% among 360,000; fluorescence polarization; in the data active = inhibition above about 8.5%, passing the limit was not always enough; inconclusive = no clear call, values can overlap the other calls
CCHFV vOTU inh: CCHFV vOTU protease inhibition; Pep-AMC fluorescence; inhibition, % at 11.5 µM; hit rate 0.55% among 370,000; also: 0% = vehicle wells with enzyme and 100% = no enzyme wells
Mtb BioA inh: BioA (M. tuberculosis) enzyme inhibition; AID 602481; purified M. tuberculosis BioA enzyme, plate reader; inhibition, % at 9.99 µM; hit rate 0.096% among 360,000; in the data active = inhibition above about 40%; inconclusive = no clear call, values can overlap the other calls
VHR inh abs: blocks human VHR1 dual specificity phosphatase; hit rate 0.52% among 290,000; AID 1654; inhibition, % at 13.3 µM; recombinant VHR phosphatase, pNPP absorbance; P51452; in the data active = inhibition above about 50%; also: some compounds called inactive have numbers as strong as hits
Target sequence (P51452 whole entry, looked up): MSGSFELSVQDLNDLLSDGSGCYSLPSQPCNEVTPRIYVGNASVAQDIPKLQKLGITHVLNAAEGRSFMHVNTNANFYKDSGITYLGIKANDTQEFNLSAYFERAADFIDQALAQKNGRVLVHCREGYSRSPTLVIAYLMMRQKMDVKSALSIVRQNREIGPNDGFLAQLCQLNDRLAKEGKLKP
GDH-TPI counter: GDH-TPI coupled enzyme inhibition counter-screen. GDH-TPI coupled enzyme counterscreen, NADH absorbance. inhibition, % at 4.8 µM. hit rate 1.2% among 360,000. AID 588335;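 also: 0% = DMSO wells and 100% = wells lacking the enzyme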
Numbers without * were called inactive; ? = inconclusive; nt = not tested or not shown. Rule as the data show it, unless noted: active = inhibition above about 30%; inactive = the rest.

SMILES | Mtb FBA inh | Rv3671c protease | Mtb UGM inh | BoNT F protease | MazF activator | FadD28 binding | CCHFV vOTU inh | Mtb BioA inh | VHR inh abs | GDH-TPI counter
CC(C)C[C@@H](CNCC(=O)[C@H](C)NC(=O)c1[nH]cnc1C(=O)N[C@@H](C)CN)NC(=O)c1nc[nH]c1C(=O)N[C@@H](C)C(=O)O | 1 | nt | nt | 5 | -1 | -0.2 | -11 | 0.0 | nt | -12
NS(=O)(=O)c1ccc(NC(=O)COC(=O)c2cc([N+](=O)[O-])ccc2Cl)cc1 | -1 | 7 | -3.6 | -5 | -4 | -0.9 | 5 | -1.3 | 17 | 8
COc1cccc(N2CC(C(=O)N3CCC4(CC3)CC(=O)c3ccccc3O4)CC2=O)c1 (stereo not given) | 9 | 1 | 2.0 | -18 | 2 | -0.5 | -20 | 14 | nt | 4
Cn1c2ccccc2c(=O)c2c(=O)n(-c3ccc(F)cc3)c(C3CCCCC3)nc21 | 0 | nt | nt | -7 | -2 | -3.0 | 8 | nt | nt | 4
O=C(c1ccc2c(=O)n3c(nc2c1)CCCCC3)N1CCCCC1 | 1 | 0 | -2.0 | 8 | 9 | 0.5 | 12 | -0.1 | -9 | 2
Cc1ccccc1OCCn1c(CCNC(=O)C(C)C)nc2ccccc21 | -2 | 3 | -1.0 | -7 | 1 | -1.7 | -7 | nt | 36 | -2
COc1ccc(C(=O)NC2CCN(S(=O)(=O)c3ccc(F)cc3)CC2)cc1 | 4 | 10 | 4.4 | ? | 4 | 0.4 | 2 | 0.0 | 22 | -2
Cc1ccc(-c2nnn(CC(=O)N(CC3CCCO3)C(C(=O)NC3CCCC3)c3ccc(O)cc3)n2)o1 (stereo not given) | 6 | 8 | 4.5 | 0 | -1 | 0.7 | -8 | nt | 16 | 2
COC(=O)C(C)Sc1nc(NCc2ccccc2)nc(N(C)C)n1 (stereo not given) | 0 | 4 | nt | 1 | -9 | -2.2 | 13 | nt | 12 | 0
O=C(NNC(=S)Nc1ccccc1)c1cccc(Br)c1 | 0 | 1 | -2.0 | -7 | -4 | 0.3 | 2 | 0.8 | 12 | 17
COc1cc(Cl)c(C)cc1NC(=O)c1ccc(S(C)(=O)=O)cc1 | 1 | -7 | -0.7 | -2 | 0 | -0.1 | -15 | nt | -6 | -2
O=C(Nc1ccncc1)c1sc2ccccc2c1Cl | 2 | -7 | 1.2 | 2 | 7 | -3.0 | 27 | nt | 4 | 5
COc1ccc(Nc2nc(NC(C)(C)C)nc(N3CCOCC3)n2)c(OC)c1 | 4 | 11 | 0.6 | -3 | -12 | -1.5 | 6 | nt | 26 | 6
COc1nn(CC(=O)N2N=C(C)CC2(O)C(F)F)cc1[N+](=O)[O-] (stereo not given) | -2 | -4 | -0.9 | -5 | 1 | -0.2 | 2 | -0.9 | 18 | 8
COc1ccc(NC(=O)CN(C)S(=O)(=O)c2ccccc2)c([N+](=O)[O-])c1 | -1 | 6 | 3.9 | 4 | 263* | -1.3 | 5 | nt | 16 | 11
C(=C\c1ccccc1)/C=N/Nc1nc(N2CCOCC2)nc(N2CCOCC2)n1 | -2 | 0 | 0.5 | -2 | 1 | -2.3 | 10 | nt | 17 | 47*
Cn1c(N/N=C\c2cccc(O)c2)cc(=O)n(C)c1=O | -4 | 3 | 1.0 | 2 | 7 | -1.4 | -3 | -1.4 | -9 | 29
O=C(Nc1ccc(C(=O)O)cc1)Nc1ccc([N+](=O)[O-])cc1 | 1 | -1 | -0.9 | -36 | 1 | -0.2 | 11 | 1.0 | -18 | 22
O=C(Nc1nnc(CCS(=O)(=O)c2ccc3ccccc3c2)s1)c1cccs1 | 2 | -7 | nt | 22 | -6 | 1.4 | -4 | 1.0 | 2 | 4
CC1(C(=O)NS(=O)(=O)c2cccc(OC(F)F)c2)CCN1C(=O)c1ccco1 (stereo not given) | 1 | nt | nt | -2 | nt | -0.5 | -22 | -0.7 | nt | -9
CC1=CC(C)(C)NC(=S)N1C(C)c1ccccc1 (stereo not given) | 1 | 6 | 2.2 | 8 | -5 | -7.8 | -4 | 0.5 | nt | -2
Cc1ccc2nc(N(CCCN(C)C)C(=O)c3ccc(S(=O)(=O)N4CCCCCC4)cc3)sc2c1 | 4 | -6 | -1.5 | -20 | 14 | -2.9 | 7 | -5.2 | -7 | 13
Cc1ccc(C2=Nc3ccccc3NC(C)(c3ccc(C)o3)C2)o1 (stereo not given) | 2 | 1 | 1.2 | -3 | 8 | -1.2 | -1 | -1.1 | -4 | 12
Cc1cc(C)cc(NC(=S)NC2CC3CCC(C2)N3Cc2ccco2)c1 (stereo not given) | -7 | 0 | -1.3 | 3 | 15 | -5.1 | 11 | nt | 13 | -6
CC(CC(=O)Nc1nccs1)c1ccccc1 (stereo not given) | 0 | 6 | 1.9 | ? | -30 | -0.5 | -13 | -2.4 | 13 | -3

Shown as comma-separated lines: three of the compounds above
SMILES,Mtb FBA inh,Rv3671c protease,Mtb UGM inh,BoNT F protease,MazF activator,FadD28 binding,CCHFV vOTU inh,Mtb BioA inh,VHR inh abs,GDH-TPI counter
COc1cc(Cl)c(C)cc1NC(=O)c1ccc(S(C)(=O)=O)cc1,1,-7,-0.7,-2,0,-0.1,-15,nt,-6,-2
C(=C\c1ccccc1)/C=N/Nc1nc(N2CCOCC2)nc(N2CCOCC2)n1,-2,0,0.5,-2,1,-2.3,10,nt,17,47*
Cc1cc(C)cc(NC(=S)NC2CC3CCC(C2)N3Cc2ccco2)c1 (stereo not given),-7,0,-1.3,3,15,-5.1,11,nt,13,-6

Continuation:
SMILES | Mtb FBA inh | Rv3671c protease | Mtb UGM inh | BoNT F protease | MazF activator | FadD28 binding | CCHFV vOTU inh | Mtb BioA inh | VHR inh abs | GDH-TPI counter
Cc1ccc(N2CC(=O)N(NC(=O)c3sc4nc(C)cc(C)c4c3N)CC2=O)cc1 | 48* | 10 | 0.9 | 3 | 8 | 2.0 | -80 | nt | 21 | 6
COC(=O)c1c(NC(=O)COC(=O)CNC(=O)C2CCCCC2)sc(C)c1C | -1 | 2 | -3.0 | -10 | -3 | -1.8 | 4 | -1.8 | 1 | 8
CCOC(=O)c1snc(-c2ccc(F)cc2)c1N | 7 | -2 | -1.5 | -2 | -6 | -3.2 | 3 | -0.2 | 13 | 27
CCCOc1ccccc1N/C(=N/c1nc(C)cc(C)n1)NC(=O)Nc1ccc(Cl)cc1 | 1 | 5 | -2.1 | 6 | -3 | -0.7 | -8 | -2.0 | 6 | -1
FC(F)(F)c1nc2ccccc2n1CCNc1nc(CN2CCCCC2)cs1 | -1 | -2 | 0.3 | -12 | -2 | 0.7 | 10 | -1.5 | 17 | 7
CN1CCN(S(=O)(=O)c2cccc(C(=O)NCc3ccccc3Cl)c2)CC1 | -1 | 4 | -0.7 | -3 | -4 | -11 | -4 | nt | -3 | 4
O=C1CCCN1CCc1cccc2ccccc12 | -1 | nt | nt | -2 | 7 | -0.2 | 5 | 0.1 | nt | 4
O=S(=O)(c1cccc(-c2csc(-c3cccnc3)n2)c1)N1CCOCC1 | 0 | 1 | 0.8 | -3 | -5 | 0.6 | 13 | 0.3 | 12 | 0
COc1ccc(NC(=O)CN(C)C(=O)c2cccc(S(=O)(=O)N3CCCc4ccccc43)c2)cc1 | 4 | 1 | -1.2 | 6 | -10 | -0.3 | 4 | 0.1 | nt | -7
Cc1cc(OCC(=O)NC(Cc2c[nH]c3ccc(O)cc23)C(=O)O)c2c(C)c(C)c(=O)oc2c1 (stereo not given) | 33* | -1 | 1.7 | -4 | 0 | 0.4 | -5 | 0.7 | 13 | 3
CCOc1ccc(NC(=O)CSc2nc3[nH]ncc3c(=O)[nH]2)cc1 | 2 | 5 | -0.1 | ? | -3 | 0.9 | -9 | nt | nt | -7
COc1cc(S(=O)(=O)N2CCN(Cc3cccs3)CC2)ccc1NC(C)=O | 0 | -4 | -1.2 | -1 | 7 | -2.6 | 0 | -0.9 | nt | 4
NS(=O)(=O)c1ccc(NC(=S)NC(=O)/C=C/c2cccs2)cc1 | -2 | -33 | 0.4 | 1 | -9 | -3.8 | 8 | nt | 3 | 13
COc1ccc(CCNC(C(=O)Nc2cc(C)cc(C)c2)c2ccccc2)cc1 (stereo not given) | 2 | -5 | 0.6 | -2 | -6 | -4.5 | 12 | -1.0 | 6 | 13
COc1ccccc1NC(=O)C(C)Sc1nnc2ccccn12 (stereo not given) | -1 | -10 | -4.4 | -4 | 1 | nt | 1 | -0.5 | nt | 0
O=C(Cc1ccccc1)c1ccccn1 | 2 | nt | nt | -5 | -14 | -0.2 | 8 | nt | nt | 7
O=C(Nc1ccccc1)c1ccccc1OS(=O)(=O)c1ccccc1 | 1 | 2 | -2.8 | ? | 9 | -2.7 | 5 | -0.5 | -35 | 4
O=C(CCN1C(=O)/C(=C/c2ccc(Cl)cc2)SC1=S)Nc1cccnc1 | 0 | 0 | 0.5 | 11 | -12 | -2.5 | 1 | 0.3 | 16 | -10
O=c1[nH]c(=S)n(CCC2=CCCCC2)c(O)c1C=NC1CCN(Cc2ccccc2)CC1 | 3 | -3 | -0.9 | nt | -14 | -0.8 | -5 | -0.2 | 1 | 1
CC(C)CC(=O)N1CC=CC[C@@H](c2ccc(Cl)cc2)N(Cc2ccc(Cl)cc2)C(=O)[C@@H]1Cc1ccccc1 | -1 | nt | nt | 0 | -1 | -2.7 | 11 | -1.2 | nt | 3
O=C1CN(C(=O)c2ccc(Cl)nc2)c2ccccc2N1 | 2 | 3 | 6.3 | -4 | 5 | -2.0 | 0 | nt | 20 | 3
COc1ccc(/C=C2/SC(=O)N(CCNC(=O)CC(NC(C)=O)c3ccccc3)C2=O)cc1 (stereo not given) | -5 | 5 | -2.3 | 1 | 1 | -3.5 | -8 | -0.7 | 21 | 10
Nc1ccn([C@@H]2O[C@H](CNCC3=CCOc4ccc(O)cc43)[C@@H](O)[C@H]2O)c(=O)n1 | 2 | nt | nt | -8 | 10 | 0.4 | -3 | 2.1 | nt | -9
O=C(NCC(F)(F)F)c1ccc2sc([C@@H]3O[C@H](CO)[C@H](O)[C@H](O)[C@H]3O)nc2c1 | -1 | nt | nt | -1 | nt | -1.4 | -8 | -0.7 | nt | 1
Cc1cc2cc(C)c3nnc(SCC(=O)Nc4ccc(S(=O)(=O)N5CCCCC5C)cc4)n3c2cc1C (stereo not given) | 2 | 2 | 0.1 | 0 | -46 | -3.2 | 1 | -0.7 | 2 | 10
The results go on:
SMILES | Mtb FBA inh | Rv3671c protease | Mtb UGM inh | BoNT F protease | MazF activator | FadD28 binding | CCHFV vOTU inh | Mtb BioA inh | VHR inh abs | GDH-TPI counter
CCCCn1c(-c2csc(CCC)c2)n[nH]c1=S | 3 | 7 | 1.0 | 7 | 11 | -0.4 | 5 | nt | 2 | -4
COc1cc(NS(=O)(=O)c2ccc(NC(=O)c3ccc([N+](=O)[O-])cc3)cc2)ncn1 | 1 | 10 | 1.8 | 2 | -1 | -2.8 | 3 | -1.8 | 1 | 5
COc1ccc(OC2CCN(S(=O)(=O)c3ccccc3)CC2)cc1 | -8 | -4 | -1.2 | 15 | -4 | -2.2 | -12 | nt | -3 | -2
CN1CCCC(OC(=O)c2ccc3c(c2)OCCO3)C1 (stereo not given) | 1 | nt | nt | -10 | 13 | -3.0 | 20 | -1.6 | 12 | 7
CCC(O)C1CCN(Cc2cn(-c3ccc(OC)cc3)nc2-c2cccc(F)c2)CC1 (stereo not given) | 24 | -1 | -2.3 | 2 | 10 | -1.7 | 14 | nt | 22 | 0
CC(C)CN(C(=O)c1ccc2c(c1)OCCO2)c1c(N)n(Cc2ccccc2)c(=O)[nH]c1=O | 5 | -13 | -3.3 | nt | 2 | -0.6 | -6 | nt | nt | 8
COc1cccc([C@@H]2CC=C(C(=O)O)[C@H](c3ccc(Cl)cc3)N2S(=O)(=O)c2ccc(C)cc2)c1 | 3 | -9 | 1.3 | 0 | 6 | -6.4 | 2 | 0.4 | nt | 3
CN(O)/C=N/C(=S)Nc1ccc(Cl)cc1Cl | -2 | 3 | -0.9 | -1 | 2 | -0.9 | 7 | -0.7 | -7 | -2
Cc1cc(C)n(-c2nnc(C)n2/N=C/c2ccccc2O)n1 | 1 | -1 | -0.9 | -32 | 1 | 0.8 | -8 | nt | 7 | 11
